Bioassay records: PubChem, National Center for Advancing Translational Sciences (NCATS)
EPAC2 antag: antagonists of human EPAC2 | Q8WZA2 | EPAC2 GEF exchange of Rap1B-BODIPY-GDP, fluorescence | Potency, µM (highest dose often 114 µM), for the others: top-dose activity, negative = inhibition, most hits filed as inhibitors | 360,000 tested, 0.18% active | AID 720708; note: potency is the fitted concentration of half-maximal effect; % is set by controls: 0 for no effect and ±100 for the full control effect; nearly all actives have a fitted effect of over 45% in size; many of its hits are not listed in these tables
aSyn yeast inh: alpha-synuclein toxicity inhibition in yeast; Potency, µM (doses to about 46.1 µM), inactives show top-dose growth rescue (activation), usual class: activators; 370,000 tested, 0.14% active; AID 652106; Yeast expressing alpha-synuclein, growth rescue, BacTiter-Glo, 24 h; note: potency is the fitted concentration of half-maximal effect; % of control where 0% means no effect; nearly all actives have a fitted effect of over 65% in size
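Screening used galactose-induced yeast with toxic alpha-synuclein levels, exposed to compound for 24 hr at 30 deg C. Cell growth, read with BacTiter-Glo luminescence, gave the measured signal.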
DRD3 antagonist: D3 dopamine receptor (human) antagonism; P35462; D3R cells, DiscoveRx beta-arrestin luminescence, antagonist mode; stronger effect = lower value; max response, negative = inhibition, %; 360,000 tested, 2.5% active; AID 652054; in the data active = max response below about -50%; inconclusive = no clear call, values can overlap the other calls; note: % is set by controls: 0 for no effect and ±100 for the full control effect; mostly tested at two doses, the higher about 12 µM
Target sequence (P35462 whole entry, looked up): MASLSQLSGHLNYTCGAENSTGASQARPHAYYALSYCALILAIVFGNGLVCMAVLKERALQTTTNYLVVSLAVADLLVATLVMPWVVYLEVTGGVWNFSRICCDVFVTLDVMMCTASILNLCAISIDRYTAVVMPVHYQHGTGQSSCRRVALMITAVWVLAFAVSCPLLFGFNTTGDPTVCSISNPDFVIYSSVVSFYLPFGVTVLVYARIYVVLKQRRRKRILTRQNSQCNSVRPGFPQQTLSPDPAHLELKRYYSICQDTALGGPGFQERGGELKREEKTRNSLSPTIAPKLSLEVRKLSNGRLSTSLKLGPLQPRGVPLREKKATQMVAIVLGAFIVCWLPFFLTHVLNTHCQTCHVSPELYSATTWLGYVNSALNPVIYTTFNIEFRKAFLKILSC
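Cells expressing the human receptor were seeded at 1500 cells/well, incubated overnight at 37 degrees C in 5% CO2, then exposed to library compounds with dopamine controls for 90 minutes at 37 degrees C before luminescent detection.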
Abeta rescue: A-beta toxicity reversal in yeast; yeast expressing A-beta42, growth rescue, OD600, 48 h; response scale: 0% DMSO, 100% iron-clioquinol control; Potency, µM (top dose mostly 46.1 µM), for inactives: at the top dose growth rescue, usual class: activators; 410,000 tested, 0.063% active; note: potency is the fitted concentration of half-maximal effect; nearly all actives have a fitted effect of over 55% in size
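Yeast growth medium received pinned compounds, then yeast cells expressing toxic A-beta were added; plates incubated at 30 C for 48 hr. Growth read as absorbance at 600 nm, normalized to DMSO and equimolar FeCl3 plus clioquinol controls.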
TDP-43 yeast inh: rescues yeast growth from TDP-43 toxicity. Potency, µM (highest dose often 46.1 µM), inactives show top-dose growth rescue (activation), usual class: activators. TDP-43 expressing yeast growth rescue, BacTiter-Glo, 24 h. 410,000 tested, 1.8% active. AID 652104; note: potency is the fitted concentration of half-maximal effect; % of control where 0% means no effect; nearly all actives have a fitted effect of over 50% in size
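In this qHTS, compounds that restore growth of yeast expressing TDP-43 appear as activators. Cells (OD600=0.02, galactose medium, raffinose-pregrown) are incubated with compound 24 hr at 30 deg C and growth is quantified by BacTiter-Glo.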
D3 ag: activates the human D3 dopamine receptor. P35462. D3R DiscoveRx beta-arrestin cells, luminescence, 90 min. max activation, %. 410,000 tested, 0.58% active. AID 652048; in the data active = max activation above about 30%; note: 0% is about no effect; mostly tested at two doses, the higher about 12 µM
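Agonist mode: compounds and dopamine controls were applied to plated cells for 90 min at 37 degrees C after an overnight attachment at 1500 cells/well. Luminescent read-out followed 30 - 60 minutes at room temperature with DiscoveRx detection reagent.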
FUS yeast rescue: suppressors of FUS proteinopathy in yeast | S. cerevisiae FUS-expressing, growth rescue, OD600, 24 h | Potency, µM (titrated, usually from 76.6 µM), for the others: top-dose growth rescue (activation), actives largely listed as activators | 390,000 tested, 0.24% active | AID 1347120;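 note: potency is the fitted concentration of half-maximal effect; plate controls were DMSO vehicle for no effect and reference control for full effect; nearly all actives have a fitted effect of over 55% in size; some results filed as inactive show a strong effect at the top dose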
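Restored growth of FUS-toxic S. cerevisiae, read as 600 nm absorbance after 24 h at 30C in galactose medium (starting OD 0.005). Controls CP55940 and DMSO.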
EPAC2 agonist: EPAC2 (human) agonism | Potency, µM (series often up to 154 µM), without a hit: at the top dose activation, hits mostly activators | EPAC2 activation, biochemical qHTS; response scale: 100% = 6.5 mM cAMP response | Q8WZA2 | 360,000 tested, 0.079% active; note: potency is the fitted concentration of half-maximal effect; nearly all actives have a fitted effect of over 50% in size
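In this primary screen, activation is scored as increased exchange of BODIPY-GDP from Rap1B by 100 nM EPAC2, with 50 uM GDP as competitor. Signal is normalized to the 6.5 mM cAMP agonist control.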
Active calls of the source: *; ? = inconclusive; nt = not tested or not shown; & = joins results of further samples; [ ] = remark or other dose. Unless noted, calls come from the whole dose curve; as a rule, active = well fitted curve in the direction sought with a large enough effect; inconclusive = small, poorly fitted or top-dose-only effect, or another doubt; inactive = no such curve, though single readings can be large; an effect the other way counts as inactive or inconclusive. Only part of the results is shown; count on the stated rates, not on these rows.

| Molecule | EPAC2 antag | aSyn yeast inh | DRD3 antagonist | Abeta rescue | TDP-43 yeast inh | D3 ag | FUS yeast rescue | EPAC2 agonist |
| --- | --- | --- | --- | --- | --- | --- | --- | --- |
| O=C(Cc1ccc(-n2cccc2)cc1)N1CCc2ccccc21 | -2% | -2% | 15 | 3% | ? | -13 | 1% | 14% |
| CCN(CC)C(=O)C1CCCN(Cc2ccc(OC)c(C)c2C)C1 (stereo not given) | 12% | 0% | -3 | -8% | -8% | -3 | 18% | -3% |
| O=C1C=C(c2ccccc2C(F)(F)F)C[C@@H](c2ccc3c(c2)OCO3)C1 | -22% | 15% | -5 | 11% | 18µM* | -19 | 12% | 4% |
| Cc1nn(-c2ccccn2)c2c1C(c1ccccc1Cl)C1=C(N2)c2ccccc2C1=O (stereo not given) | 12% | 15% | 21 | 8% | 17% | 4 | nt | 14% |
| COc1ccc(CNc2ncc(-c3ccc(Cl)cc3)n2C)c(OC)c1OC | 6% | -1% | -20 | -19% | -20% | -11 | 0% | 4% |
| CC(=O)OCc1cc(-c2nn(C)c(=O)c3ccccc23)ccc1C | -1% | -6% | -5 | -14% | 26% | -2 | 2% | 9% |
| COc1ccc(S(=O)(=O)Nc2c(C)n(C)n(-c3ccccc3)c2=O)cc1 | -2% | -4% | 0 | -2% | -16% | -21 | -5% | 10% |
| CC(=O)Cn1cnc2c(cnn2-c2ccc(F)cc2)c1=O | 0% | 4% | 47 | 5% | 22% | 3 | -7% | -9% |
| CN1CCN(C(=O)c2cccc(-c3cc(O)c4ncccc4c3)c2)CC1 | -7% | nt | nt | -20% | nt | nt | -1% | 5% |
| O=C(c1cccs1)N1CCN(C(=O)C(c2ccccc2)c2ccccc2)CC1 | 9% | 8% | -8 | 9% | 5% | 11 | 12% | 4% |
| O=C(COc1ccccc1)NC1CCSC1=O (stereo not given) | -2% | -7% | ? | 4% | -11% | -8 | 6% | 10% |
| CCCc1ccc(OC(=O)c2ccc(O)cc2Cl)cc1 | -28% | -19% | 12 | -3% | -3%[0.397 µM] | 13 | 24% | 4% |

(more compounds)
| Molecule | EPAC2 antag | aSyn yeast inh | DRD3 antagonist | Abeta rescue | TDP-43 yeast inh | D3 ag | FUS yeast rescue | EPAC2 agonist |
| --- | --- | --- | --- | --- | --- | --- | --- | --- |
| CCCCn1c(N)c(N(CCOC)C(=O)CSc2nnc(C)n2-c2ccc(OC)cc2)c(=O)[nH]c1=O | 23% | 4% | -3 | 23% | -9% | 10 | 4% | 5% |
| CN(C)CCCNc1nc2cc(-c3cncnc3)sc2c(=O)n1C | -6% | 0% | 0 | -6% | -1% | -10 | -4% | -8% |
| COc1ccc2c(CNCc3ccc(C)o3)c(C(=O)O)n(Cc3ccccc3)c2c1 | nt | nt | nt | -5% | 24% | -9 | 31% | nt |
| Cc1cccc(NC(=O)c2sc3nc(-c4cc5ccc(O)cc5oc4=O)[nH]c(=O)c3c2C)c1 | nt | nt | nt | -17% | -24% | 2 | -15% | nt |
| Cc1nc2sccn2c(=O)c1S(=O)(=O)NCCc1ccc(Cl)cc1 | 3% | 1% | 9 | -5% | 7% | 3 | -10% | -2% |
| Cc1ccc(C)c(C(O)c2ncc(-c3ccc(Cl)cc3)[nH]2)c1 (stereo not given) | -16% | ? | -4 | 11% | 14% | -5 | 3% | 21% |
| CC1Cc2ccccc2N1C(=O)CN(C)S(=O)(=O)c1cccc2cccnc12 (stereo not given) | -16% | 0% | -5 | 4% | ? | 1 | 8% | 6% |
| CCN(CC(=O)Nc1ccc2c(c1)OCCO2)C(=O)CSCC(=O)Nc1ccc(C)cc1 | 11% | 7% | 2 | 16% | 6% | -6 | 5% | 0% |
| O=Nc1c(-c2c(O)[nH]c3cc(Br)ccc23)[nH]c2ccccc12 | -12% | -21%&-2% | -8 | -66%[inhibitor] | -7% | -34 | -31% | 3% |
| O=C(Oc1cccc(NC2=NS(=O)(=O)c3ccccc32)c1)c1ccncc1 | 0% | -1% | 21 | 2% | -3% | 1 | -27% | 4% |
| CCOC(=O)c1ccc(NC(=O)CCNS(=O)(=O)c2ccc3c(c2)oc(=O)n3C)cc1 | -1% | 2% | 33 | 13% | -6% | -6 | -6% | 2% |
| COCCCNC(=S)Nc1cc2oc3ccccc3c2cc1OC | 4% | -9% | -5 | ? | ? | 3 | 17% | 16% |

Following part.
Compound,EPAC2 antag,aSyn yeast inh,DRD3 antagonist,Abeta rescue,TDP-43 yeast inh,D3 ag,FUS yeast rescue,EPAC2 agonist
CCOC(=O)Cc1csc(NC(=O)c2c(-c3c(Cl)cccc3Cl)noc2C)n1,-4%,2%,-19,19%,19%,-1,41%,3%
COc1ccc(S(=O)(=O)NC(C)C(=O)NC2CC2)cc1C (stereo not given),-2%,-4%,-6,11%,-4%,-4,9%,5%
COCc1nnc(NC(=O)COc2ccc3c(c2)OCO3)s1,3%,4%,5,-7%,1%,10,2%,6%
CC1=C(C(=O)Nc2ccccc2Cl)C(c2ccc(N(C)C)cc2)NC(=O)N1 (stereo not given),-5%,2%,11,-8%,-4%,3,52%,12%
O=C(Cc1ccccc1F)OCC(=O)N1CCN(C(=O)c2ccco2)CC1,-1%,-2%,-21,7%,5%,0,8%,9%
Oc1cccc(/C=N/N2CCCCC2)c1O,-11%,3%,7,7%,20%,1,-25%,-6%
Cc1ccc(NC(=O)CCNS(=O)(=O)c2ccc3c(c2)oc(=O)n3C)c(C)c1,7%,0%,-15,18%,-18%,-17,20%,7%
COc1ccc(S(=O)(=O)n2cnc3ccccc32)cc1OC,-4%,2%,11,-1%,6%,3,2%,1%
O=C(NC1CCCCCC1)c1ccc(=O)n(Cc2ccccc2)n1,9%,3%,17,-5%,18%,2,7%,-1%
COc1ccc(-c2cc([C@H]3[C@@H]4C=CCC[C@@]4(C)C(=O)N3Cc3ccccc3)ccc2F)cc1OC,-12%,2%,16,5%,0%,-1,?,7%
Cc1ccc(C)c(N2CCN(C(=O)c3ccc(NC(=O)c4nsc5ccccc45)cc3)CC2)c1,nt,nt,nt,3%,-3%,-1,?,nt
CN1c2ccccc2C(O)=C(C(=O)Nc2ccccc2)S1(=O)=O,-1%,12%,9,3%,3%,0,-21%,-6%
O=C(NC1CCCC1)C(c1cccnc1)N(C(=O)c1csnn1)C1CCCC1 (stereo not given),-1%,1%,10,5%,9%,3,22%,12%
O=C(Cn1nc(C(=O)O)c2ccccc2c1=O)NCc1ccco1,-5%,-3%,-12,-12%,14%,-11,-2%,12%
O=[N+]([O-])c1ccc(NCCNS(=O)(=O)c2ccccc2)cc1,-6%,9%,3,-3%,-12%,6,-16%,12%
CCCC(=O)Nc1cc(S(=O)(=O)N2CCCCC2)ccc1N1CCOCC1,7%,-1%,-14,-15%,4%,-5,7%,10%
O=C(NNc1ccc([N+](=O)[O-])cc1)C1CC2CCCC(C1)C2=O (stereo not given),0%,-3%,-1,-5%,-24%,-11,1%,9%
CCN(Cc1nc2cc(Cl)ccc2c(=O)[nH]1)C(=O)c1cc2c(s1)CCCCC2,-3%,-13%,-11,4%,2%,-7,-2%,2%
NS(=O)(=O)c1ccc(NC(=O)CCn2c(=O)oc3ccccc32)cc1,nt,nt,nt,-8%,30%,0,-8%,nt
Cc1ccc2nc(SCC(=O)Nc3cccc(S(=O)(=O)NC4=NCCCCC4)c3)[nH]c2c1,-5%,-1%,7,2%,-13%,5,20%,5%

For convenience, part of the list above:
Compound,EPAC2 antag,aSyn yeast inh,DRD3 antagonist,Abeta rescue,TDP-43 yeast inh,D3 ag,FUS yeast rescue,EPAC2 agonist
CCCC(=O)Nc1cc(S(=O)(=O)N2CCCCC2)ccc1N1CCOCC1,7%,-1%,-14,-15%,4%,-5,7%,10%
O=C(NNc1ccc([N+](=O)[O-])cc1)C1CC2CCCC(C1)C2=O (stereo not given),0%,-3%,-1,-5%,-24%,-11,1%,9%
CCN(Cc1nc2cc(Cl)ccc2c(=O)[nH]1)C(=O)c1cc2c(s1)CCCCC2,-3%,-13%,-11,4%,2%,-7,-2%,2%
NS(=O)(=O)c1ccc(NC(=O)CCn2c(=O)oc3ccccc32)cc1,nt,nt,nt,-8%,30%,0,-8%,nt
Cc1ccc2nc(SCC(=O)Nc3cccc(S(=O)(=O)NC4=NCCCCC4)c3)[nH]c2c1,-5%,-1%,7,2%,-13%,5,20%,5%

Structures listed so far with a nitro group on carbon, in the order listed:
Compound,EPAC2 antag,aSyn yeast inh,DRD3 antagonist,Abeta rescue,TDP-43 yeast inh,D3 ag,FUS yeast rescue,EPAC2 agonist
O=[N+]([O-])c1ccc(NCCNS(=O)(=O)c2ccccc2)cc1,-6%,9%,3,-3%,-12%,6,-16%,12%
O=C(NNc1ccc([N+](=O)[O-])cc1)C1CC2CCCC(C1)C2=O (stereo not given),0%,-3%,-1,-5%,-24%,-11,1%,9%

Going on with the list:
Compound,EPAC2 antag,aSyn yeast inh,DRD3 antagonist,Abeta rescue,TDP-43 yeast inh,D3 ag,FUS yeast rescue,EPAC2 agonist
Cc1ccc(CCNC(=O)c2nn(C)c3c2CS(=O)(=O)c2ccccc2-3)cc1,-4%,-1%,-6,11%,?,3,-3%,7%
N#Cc1ccccc1S(=O)(=O)N1CCN(C(=O)Cc2coc3cc(O)ccc23)CC1,-11%,-5%,?,-5%,-29%,-6,nt,9%
CC(=O)Nc1cccc(CCc2nc3ccccc3[nH]2)c1,9%,7%,12,-5%,15%,4,0%,1%
CS(=O)(=O)c1ccc2nc(NC(=O)CN3CCOCC3)sc2c1,-2%,-6%,-11,-5%,-13%,-6,14%,4%
CCOc1cc(CN2CCCC(CO)(Cc3ccc(F)cc3F)C2)ccc1OC (stereo not given),2%,-3%,-6,-2%,-20%,-13,-35%,10%
Cc1cc(=O)n2nc(N3CCC(C(=O)NCc4cccc(Br)c4)CC3)sc2n1,4%,2%,2,29%,15%,2,32%,2%
Cc1ccsc1C(=O)OCC(=O)NC1CCCCC1,-1%,8%,19,-11%,5%,2,-13%,0%
O=C(/C=C\c1ccco1)Nc1cc([N+](=O)[O-])ccc1F,0%,1%,-4,-11%,14%,-5,nt,8%
Cc1sc2ncnc(SCC(=O)c3ccc4c(c3)OCCO4)c2c1-c1ccccc1,0%,4%,11,?,5%,8,nt,14%
C#CCN1N=C(c2ccc(C)cc2)CSC1=O,-11%,0%,-7,-11%,9%,6,-13%,8%
Cc1ccc(-n2ncc3c(=O)n(CC(N)=O)cnc32)cc1C,1%,-1%,10,-9%,10%,2,-17%,2%
